# HCMV antiviral = blocks human cytomegalovirus replication; HFF cells, HCMV-luciferase reporter, 72 h; hits give low values; activity change, negative = inhibition, % at 57.5 µM; 410,000 tested, 4.5% active; AID 1259415; in the data active means activity change below about -60%; inconclusive means no clear call, values can overlap the other calls; inactive means above about -39%
#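 Inhibition of viral replication was scored as loss of reporter luminescence in HFFs infected with HCMV-luciferase (MOI 1 PFU/cell) for 72 h; compounds tested at 2 doses, normalized to buffer and Salinomycin controls.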
# Sm TGR block = S. mansoni TGR enzyme inhibition; purified TGR, DTNB reduction, TNB absorbance 405 nm; 360,000 tested, 3% active; Potency, µM (titrated, usually from 114 µM), for the others: top-dose activity change, negative = inhibition, most hits filed as inhibitors; AID 485364; Q962Y6; further: potency means the concentration at half of the fitted maximal effect; nearly all actives have a fitted effect of over 60% in size
#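 TGR 20 nM + NADPH 100 uM (dispensed conc.), cpd preinc 15 min RT; start with NADPH (500 uM addition) then DTNB (15 mM addition). Kinetic TNB absorbance, 405 nm filter. Four-parameter Hill fit across titration.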
# AmpC detergent = blocks E. coli AmpC beta-lactamase in detergent assay; AID 485294; Potency, µM (top dose mostly 114 µM), without a hit: top-dose activity change, negative = inhibition, hits mostly inhibitors; 370,000 tested, 0.041% active; P00811; AmpC hydrolysis of nitrocefin, absorbance 480 nm, 0.01% Triton;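 further: potency means the concentration at half of the fitted maximal effect; 0% = no-compound wells and -100% = no-enzyme wells; nearly all actives have a fitted effect of over 25% in size; some results filed as inactive show a strong effect at the top dose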
# Target sequence (P00811 whole entry, looked up): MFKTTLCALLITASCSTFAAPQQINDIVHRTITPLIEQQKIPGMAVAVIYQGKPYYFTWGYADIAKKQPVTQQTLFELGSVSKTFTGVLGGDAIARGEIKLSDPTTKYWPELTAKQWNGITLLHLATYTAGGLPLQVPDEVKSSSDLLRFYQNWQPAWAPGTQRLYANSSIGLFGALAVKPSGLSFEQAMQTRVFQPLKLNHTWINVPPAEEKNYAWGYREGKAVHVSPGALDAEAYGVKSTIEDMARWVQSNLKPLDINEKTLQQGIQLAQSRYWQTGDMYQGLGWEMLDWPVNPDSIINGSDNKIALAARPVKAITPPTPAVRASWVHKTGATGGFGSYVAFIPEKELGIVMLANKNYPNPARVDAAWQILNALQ
#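 20 mM phosphate pH 7.0 + 0.01% (detergent screen) or 0.0001% Triton X-100; 5.3 nM AmpC reagent; cpd preinc 15 min RT; nitrocefin (800 uM stock) to start; A480 q20 s × 4 min; Activity was normalised to no-enzyme and no-compound control wells.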
# AMA1-RON2 inh = disrupts binding of P. falciparum AMA1 to RON2; AlphaScreen AMA1-biotinylated RON2 peptide binding; Potency, µM (titrated, usually from 58.2 µM), for the others: top-dose activity change, negative = inhibition, hits mostly inhibitors; 360,000 tested, 0.2% active;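 further: potency means the concentration at half of the fitted maximal effect; 0% = vehicle wells and -100% = peptide control; nearly all actives have a fitted effect of over 45% in size; some results filed as inactive show a strong effect at the top dose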
#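 AMA1 (3D7) with his tag at 25 nM final met compounds first, then biotinylated RON2 peptide at 25 nM; detection used donor plus acceptor beads, 10 µg/mL apiece, read by AlphaScreen after 30 min at room temperature.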
# AmpC no deterg = inhibitors of E. coli AmpC beta-lactamase without detergent | AmpC nitrocefin hydrolysis, absorbance 480 nm, 0.0001% Triton | 330,000 tested, 0.52% active | P00811 | Potency, µM (series often up to 57.1 µM), without a hit: top-dose activity change, negative = inhibition, most hits filed as inhibitors | AID 485341;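 further: potency means the concentration at half of the fitted maximal effect; plate controls were no compound for no effect and no enzyme for full effect; nearly all actives have a fitted effect of over 20% in size; some results filed as inactive show a strong effect at the top dose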
#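 20 mM phosphate pH 7.0 + 0.01% (detergent screen) or 0.0001% Triton X-100; 5.3 nM AmpC reagent; cpd preinc 15 min RT; nitrocefin (800 uM stock) to start; A480 q20 s × 4 min; Activity was normalised to no-enzyme and no-compound control wells.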
# LmPK inh = inhibitors of Leishmania mexicana pyruvate kinase; Q27686; purified LmPK, Kinase-Glo ATP luminescence, 1 h; Potency, µM (top dose mostly 57.5 µM), for the others: top-dose activity change, negative = inhibition, most hits filed as inhibitors; 290,000 tested, 0.37% active; AID 1721; further: potency means the concentration at half of the fitted maximal effect
# Target sequence (Q27686 whole entry, looked up): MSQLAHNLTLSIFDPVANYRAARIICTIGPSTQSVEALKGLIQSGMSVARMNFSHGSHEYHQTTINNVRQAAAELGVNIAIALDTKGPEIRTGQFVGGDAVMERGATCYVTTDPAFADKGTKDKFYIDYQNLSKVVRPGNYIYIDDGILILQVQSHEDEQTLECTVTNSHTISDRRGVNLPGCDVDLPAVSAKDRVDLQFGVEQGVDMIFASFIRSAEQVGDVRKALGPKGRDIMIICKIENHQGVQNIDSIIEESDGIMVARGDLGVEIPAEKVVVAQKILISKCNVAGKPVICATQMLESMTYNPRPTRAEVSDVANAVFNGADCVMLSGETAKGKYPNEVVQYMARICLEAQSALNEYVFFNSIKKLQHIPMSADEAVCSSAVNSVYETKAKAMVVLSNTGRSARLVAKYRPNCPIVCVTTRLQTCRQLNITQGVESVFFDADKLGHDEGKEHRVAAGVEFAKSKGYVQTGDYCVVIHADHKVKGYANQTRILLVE
#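 0.1 nM LmPK, 0.5 mM PEP, 0.1 mM ADP; 50 mM imidazole pH 7.2, 7 mM MgCl2, 50 mM KCl; 1 h RT. Kinase-Glo luminescence readout, normalized to no-enzyme (full inhibition) and uninhibited wells.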
# Tb PYK inh = T. brucei pyruvate kinase inhibition. Q57TT1. TbPYK enzyme, Kinase-Glo Plus ATP luminescence, 45 min. Potency, µM (top dose mostly 76.8 µM), without a hit: at the highest dose activity, negative = inhibition, actives largely listed as inhibitors. 410,000 tested, 0.12% active. AID 624173; further: potency means the concentration at half of the fitted maximal effect; nearly all actives have a fitted effect of over 50% in size
#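 Enzyme and substrate buffer are dispensed first and compound is pin-transferred. ADP at 130 uM final then starts the reaction, which runs 45 min at room temperature. Detection reagent is added for 10 min before luminescence is imaged.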
# Numbers without * were called inactive; ? = inconclusive; . = no result given; & = joins results of further samples; [ ] = dose if it differs, or a comment. Unless noted, the call rests on the fitted dose curve; in most records, active means well fitted curve in the direction sought with a large enough effect; inconclusive means small, poorly fitted or top-dose-only effect, or another doubt; inactive means no such curve, though single readings can be large; an effect the other way counts as inactive or inconclusive. Unless noted, on the % scale 0 is the no-effect control and ±100 the full control effect.
SMILES,HCMV antiviral,Sm TGR block,AmpC detergent,AMA1-RON2 inh,AmpC no deterg,LmPK inh,Tb PYK inh
Cc1nc2c(N=Nc3ccccc3F)c(N)nn2c(N)c1C#N,38,.,2%,2%,-3%,1%,0%
COCCSc1ccccc1C(=O)Nc1ccccc1C(C)C,?,.,4%,-7%,-8%,2%,4%
CC(C)C[C@@H](CN1CCCC1CN1C(=S)NC[C@@H]1Cc1ccccc1)N1C[C@H](Cc2ccccc2)N(CCc2ccccc2)C1=S (stereo not given in full),-31,.,.,3%,.,.,-8%
Cc1cc(C)cc(NC(=O)N2CCC(C(N)=O)(N3CCCCC3)CC2)c1,-7,?,23%,.,.,.,-2%
COC(=O)c1ccc(C(=O)OC)c(NC(=S)N2CCN(c3ccc(F)cc3)CC2)c1,3,1%,-11%,?,16%,1%,2%
CC1=NCCN1CCNC(=O)Nc1ccc(F)cc1,-9,-6%,-3%,0%,-7%,1%,-1%
CN1C(=S)SC(N(O)C(=O)NC2CCCCC2)C1(C)C (stereo not given),31,-10%,-4%,17%,?,-3%,3%
O=C(Nc1cccnc1)c1ccc(NS(=O)(=O)c2cc([N+](=O)[O-])ccc2Cl)cc1,?,32µM*,6%,-4%,-44%,7%,2%
CC(C)(c1ccccc1)c1ccc(OCCCNCCO)cc1,-39,3%,?,-11%,63%[activator],-1%,13%
Cc1sc(N2CCN(S(=O)(=O)c3ccc4c(c3)NC(=O)CO4)CC2)nc1-c1ccccc1,45,-21%,-5%,0%,-4%,1%,1%
O=C1CSC(c2ccccc2O)N1Cc1ccccc1 (stereo not given),31,?,-1%,0%,-8%,-1%,3%
Cc1ccc(F)c(S(=O)(=O)NC(=O)C2(C)CCN2C(=O)C2(c3ccc(Cl)cc3)CC2)c1 (stereo not given),-13,.,.,19%,.,.,4%
O=C(NCc1cccnc1)c1cc(C2CCCN(S(=O)(=O)c3ccccc3)C2)on1 (stereo not given),-19,.,.,2%,.,.,-8%
COc1cccc(NC(=O)Cn2c(=O)n(CCCCC(=O)NCc3ccc4c(c3)OCO4)c(=O)c3ccccc32)c1,?,5%,14%,.,.,.,3%
COc1ccc(C(=O)/C=C2/Sc3cc4c(cc3N2C)OCO4)cc1,52,7%,2%,-8%,-27%,6%,-3%
O=C(Cn1cnc2ccccc2c1=O)NCCC(=O)Nc1ccc2c(c1)OCO2,-3,-19%,-2%,-5%,-30%,-1%,1%
CCOC(=O)C1C(c2ccc(OC)c(OC)c2)c2c([nH][nH]c2=O)CC1(C)O (stereo not given),-29,-3%,10%,-2%,26%,5%,-12%
Cc1ccc(CNC(=O)C2CCN(S(=O)(=O)N3CCC4(CC3)OCCO4)CC2)cc1,10,-3%,-12%,6%,5%,0%,6%
Cc1cc(=O)n(CC(=O)N2CCN(c3ccc(F)cc3)CC2)c2c1c(C)nn2C,-30,1%,-12%,.,.,.,2%
CCOC(=O)Cn1nnc(-c2cc(OC)c(OC)c(OC)c2)n1,-9,0%,3%,-1%,30%,9%,2%
CCCCN1CCNC[C@@H]1Cc1ccccc1,17,-15%,-15%,-10%,2%,.,6%
NNC(=O)CSc1cccc2cccnc12,30,2%,0%,5%,-8%,5%,-7%
CN1C(=O)C2C3c4ccccc4C(c4ccccc43)[C@@H]2C1=O (stereo not given in full),-5,8%,1%,-2%,-6%,-1%,-5%
CN(Cc1nc2ccccc2n1C)S(=O)(=O)c1ccc(F)cc1,-28,0%,-5%,6%,?,-1%,-3%
COc1ccc(Nc2nc(C)cc(=O)[nH]2)c(OC)c1,-12,-16%,-11%,-1%,-2%,-2%,-5%

# Going on with the list:
SMILES,HCMV antiviral,Sm TGR block,AmpC detergent,AMA1-RON2 inh,AmpC no deterg,LmPK inh,Tb PYK inh
COc1ccc(-c2nnn(CC(=O)N(CC(=O)NC3CCCC3)c3ccccc3F)n2)cc1OC,-9,-3%,-13%,4%,51%,-4%,3%
Cc1ccc(C(=O)NCC(=O)OCC(=O)c2c(N)n(C)c(=O)n(C)c2=O)cc1C,-7,.,.,11%,-1%,.,1%
NS(=O)(=O)c1ccc(NC(=O)c2ccc3c(c2)CCN3S(=O)(=O)c2ccccc2)cc1,?,-15%&0%,-16%&-6%,-8%,-51%,6%,-4%&2%
COc1cc(S(=O)(=O)NC2CCCCC2C)ccc1Cl (stereo not given),-13,4%,-1%,4%,-23%,1%,-1%
Cc1cccc(S(=O)(=O)c2cn(C)c3cc(N4CCCCCC4)c(F)cc3c2=O)c1,-32,-4%,15%,.,.,.,-1%
CCCCN(CC)C(=O)Cn1ncc2c3ccccc3n(CCC)c2c1=O,-35&-30,-5%&1%,-5%&19%,5%,97%[activator],-6%,2%&-6%
CC(O)(c1ccccc1)c1nc(-c2cccc(C(=O)O)c2)cs1 (stereo not given),82,.,.,14%,.,.,3%
CCc1ccc(CNC(=O)CCn2c(=O)c3cccn3c3ccc(F)cc32)cc1,?,1%,6%,.,.,.,1%
COc1ccc(OC/C(O)=C(\C#N)c2nc3ccccc3[nH]2)cc1,-9,-11%,-5%,91%[activator],-4%,1%,3%
Cc1ccc(NC(=O)CCSc2nc(-c3ccc4c(c3)OCO4)cc(C(F)(F)F)n2)cc1,-12,9%,21%,.,.,.,2%
COc1ccc(C(C(N)=O)c2ncc(C(F)(F)F)cc2Cl)cc1OC (stereo not given),3,-7%,-2%,13%,-11%,0%,4%
CSc1nsc(/C=C/Nc2ccc(C(=O)O)cc2)c1C#N,-2,?,?,-11%,-32%,14%,6%
COC(=O)c1ccccc1NC1c2ccccc2C(=O)N1c1cccnc1 (stereo not given),0,-1%,?,47%[activator],7.1µM*,-2%,-6%
O=C(NC1CC2CCCC(C1)N2C(=O)Nc1ccccc1)c1ccccc1 (stereo not given),-23,0%,?,-2%,-9%,5%,-5%
CC(=O)c1ccc(OC(C)C(=O)NCC2(N3CCOCC3)CCCCC2)cc1 (stereo not given),31,.,.,-5%,9%,.,4%
c1ccc(-c2nc(N3CCCCCC3)c3ccccc3n2)nc1,-99*,-8%,3%,-23%,-1%,2%,1%
Nc1[nH]c(C(=O)c2ccccc2)c(-c2ccc(Br)cc2)c1C(=O)NCCc1c[nH]c2ccccc12,0,.,.,59%[activator],.,.,2%
N/C(=N\NC(=O)c1ccccc1Cl)c1cc2ccccc2oc1=O,5,0%,-7%,0%,-18%,9%,-2%
CCOc1ccc2nc(SCC(=O)NCc3ccc(S(N)(=O)=O)cc3)[nH]c2c1,37,-26%,2%,0%,-21%,0%,0%
COc1ccc(C2NC(=O)NC3=C2C(=O)CCC3)cc1 (stereo not given),-14,3%,-9%,4%,1%,4%,2%
COc1cccc(OC)c1C(=O)NC(=O)Nc1c(F)cc(F)cc1F,-5,12%,3%,-16%,-13%,-4%,-1%
CN(C(=O)COC(=O)/C=C/c1ccccc1)C1CCS(=O)(=O)C1 (stereo not given),-17,.,.,0%,.,.,-8%
CCOc1ncccc1C(=O)OCC(=O)Nc1cc(C(=O)OC)ccc1C(=O)OC,.,6%,-13%,.,-16%,2%,.
Cc1ccccc1NC(=O)C(C)OC(=O)c1ccccc1C(=O)N(C)c1ccccc1 (stereo not given),-9,-3%,-12%,-9%,18%,.,-2%
Cc1csc(=O)n1CC(=O)OCC(=O)Nc1cc([N+](=O)[O-])ccc1Cl,-17,-2%,-10%,-15%,29%,.,1%

# In a second layout: entries from further up
mol	HCMV antiviral	Sm TGR block	AmpC detergent	AMA1-RON2 inh	AmpC no deterg	LmPK inh	Tb PYK inh
Cc1nc2c(N=Nc3ccccc3F)c(N)nn2c(N)c1C#N	38	.	2%	2%	-3%	1%	0%
COCCSc1ccccc1C(=O)Nc1ccccc1C(C)C	?	.	4%	-7%	-8%	2%	4%
CC(C)C[C@@H](CN1CCCC1CN1C(=S)NC[C@@H]1Cc1ccccc1)N1C[C@H](Cc2ccccc2)N(CCc2ccccc2)C1=S (stereo not given in full)	-31	.	.	3%	.	.	-8%
Cc1cc(C)cc(NC(=O)N2CCC(C(N)=O)(N3CCCCC3)CC2)c1	-7	?	23%	.	.	.	-2%
COC(=O)c1ccc(C(=O)OC)c(NC(=S)N2CCN(c3ccc(F)cc3)CC2)c1	3	1%	-11%	?	16%	1%	2%
CC1=NCCN1CCNC(=O)Nc1ccc(F)cc1	-9	-6%	-3%	0%	-7%	1%	-1%
CN1C(=S)SC(N(O)C(=O)NC2CCCCC2)C1(C)C (stereo not given)	31	-10%	-4%	17%	?	-3%	3%
O=C(Nc1cccnc1)c1ccc(NS(=O)(=O)c2cc([N+](=O)[O-])ccc2Cl)cc1	?	32µM*	6%	-4%	-44%	7%	2%
CC(C)(c1ccccc1)c1ccc(OCCCNCCO)cc1	-39	3%	?	-11%	63%[activator]	-1%	13%
Cc1sc(N2CCN(S(=O)(=O)c3ccc4c(c3)NC(=O)CO4)CC2)nc1-c1ccccc1	45	-21%	-5%	0%	-4%	1%	1%
O=C1CSC(c2ccccc2O)N1Cc1ccccc1 (stereo not given)	31	?	-1%	0%	-8%	-1%	3%

# Additional compounds follow.
SMILES,HCMV antiviral,Sm TGR block,AmpC detergent,AMA1-RON2 inh,AmpC no deterg,LmPK inh,Tb PYK inh
CN(C)/C=C(/C(=O)c1ccccc1Cl)S(=O)(=O)c1ccccc1,-19,.,.,-1%,.,.,-1%
COc1ccc2c(Sc3ccccc3)c(C(=O)NCCN(C)C)[nH]c2c1,-27,40µM*,30%[activator],.,.,.,1%
Cn1nc(N)c2ncc(-c3ccc(Cl)cc3)nc21,113,.,.,0%,.,.,-2%
CCNc1ccc(C(=O)OCC)cc1NC(=O)c1cccc(S(=O)(=O)N2CCOCC2)c1,0,0%,-2%,-5%,77%[activator],0%,-3%
O=C(NCc1cccs1)C1(S(=O)(=O)c2ccccc2)CC=CC1,-25,-19%,?,-2%,-11%,4%,0%
CN(CC(=O)Nc1ccc(F)cc1)C(=O)CCc1nc2sc3c(c2c(=O)[nH]1)CCCC3,2,-4%,?,8%,-35%,.,-13%
CS(=O)(=O)Nc1ccc(-c2cn3c(n2)SCC3)cc1,8,4%,-6%,-1%,-15%,4%,-17%
O=C(NCCc1csc(-c2cccnc2)n1)c1ccc(Cl)cc1,-11,0%,4%,0%,-7%,6%,3%

# Bioassay records (PubChem BioAssay)
